LYP inh 2 – blocks human PTPN22 phosphatase activity; Q9Y2R2; inhibition, % at 2 µM; recombinant LYP catalytic domain, DiFMUP fluorescence; 0.21% of 96,000 active; AID 640;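 active means inhibition at 2 µM at or above a set limit, the screen mean plus 3 SD, cut at about 24% in these data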;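 further: 0% = DMSO with enzyme and 100% = enzyme fully blocked by orthovanadate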
Target sequence (Q9Y2R2 whole entry, looked up, the tested form may be a part): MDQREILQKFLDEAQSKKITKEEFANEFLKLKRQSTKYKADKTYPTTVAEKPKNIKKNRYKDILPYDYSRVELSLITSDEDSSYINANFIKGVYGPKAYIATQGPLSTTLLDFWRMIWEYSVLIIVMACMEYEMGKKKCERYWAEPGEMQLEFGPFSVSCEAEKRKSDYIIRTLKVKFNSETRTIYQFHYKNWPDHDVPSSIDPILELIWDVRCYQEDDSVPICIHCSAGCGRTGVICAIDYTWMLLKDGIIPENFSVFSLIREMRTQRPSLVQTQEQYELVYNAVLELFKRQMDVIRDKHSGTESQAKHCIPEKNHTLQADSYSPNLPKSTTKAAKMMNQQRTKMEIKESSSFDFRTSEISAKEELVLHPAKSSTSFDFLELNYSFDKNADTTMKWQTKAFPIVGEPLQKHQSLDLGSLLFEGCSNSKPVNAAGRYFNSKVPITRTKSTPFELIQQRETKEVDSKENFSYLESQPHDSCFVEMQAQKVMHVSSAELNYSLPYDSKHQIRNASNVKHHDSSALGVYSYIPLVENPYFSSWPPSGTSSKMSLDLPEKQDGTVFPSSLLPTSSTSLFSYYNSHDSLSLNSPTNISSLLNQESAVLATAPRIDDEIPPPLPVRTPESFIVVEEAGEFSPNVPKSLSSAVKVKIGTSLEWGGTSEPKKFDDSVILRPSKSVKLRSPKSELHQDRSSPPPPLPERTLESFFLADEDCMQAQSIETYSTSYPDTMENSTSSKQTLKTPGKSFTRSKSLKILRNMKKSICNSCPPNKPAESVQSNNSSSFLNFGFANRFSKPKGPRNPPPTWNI
DAT uptake mod – changed human dopamine transporter uptake under cocaine IC80 | LLC-PK1 hDAT cells, [14C]-dopamine uptake with cocaine IC80; actives deviate in either direction | B-score at 10 µM | 1.3% of 110,000 active;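 active means Z score or B-score, a plate-position-corrected score, falls beyond the plate's 99.7% confidence bounds, in either direction; inactive means both scores lie inside the 99.7% bounds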;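 further: scored against the spread of the other compound wells on the same plate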
TNFa cytotox – HUVEC cytotoxicity counter-screen, TNF alpha stimulated. HUVEC TNFalpha-stimulated, Hoechst cell count, imaging. cell count reduction, % at 2 µM. 0.17% of 93,000 active. AID 848;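 active means cell count reduction exceeding the screen mean by over 5 SD, scaled to untreated wells per plate, cut at about 78% in these data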;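 further: cells counted after 24 h of TNF alpha exposure following the 1 h pretreatment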
Smad3 FoxH1 inh – Smad3 (human) transcription factor binding inhibition; TR-FRET Smad3/Dy647-FoxH1 peptide binding, europium anti-His; inhibition, % at 25 µM; 0.29% of 88,000 active; AID 630;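 active means compounds that reduce the energy-transfer binding signal between the protein and its labelled peptide by more than half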;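 further: 0% = Smad3 plus labelled peptide maximal FRET and 100% = peptide-only background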
cytoskel mod – modifiers of cytoskeleton assembly | HUVEC TNFa F-actin phalloidin imaging, high content | inhibition, % at 2 µM | 0.18% of 91,000 active | AID 836;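 active means inhibition above the batch mean plus 3 SD and confirmed as a hit by visual image inspection, cut at about 30% in these data, passing the limit was not always enough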; further: strong numbers were not always called active
MT1-MMP txn act – MT1-MMP promoter transcription activation | HT1080 MT1-MMP promoter luciferase reporter, luminescence, overnight; stronger effect = higher value | activation factor at 10 µM | 0.16% of 86,000 active | AID 750;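 active means activation factor of at least 2 for MT1-MMP transcription at 10 µM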
VCAM1 TNFa inh – reduces TNF alpha induced VCAM1 expression in HUVEC. HUVEC TNFa-induced VCAM-1 immunofluorescence, high-content imaging. inhibition, % at 2 µM. 0.48% of 95,000 active. AID 802;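 active means inhibition above the batch mean plus 3 SD, with images confirmed as a hit by eye, cut at about 37% in these data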;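 further: 0% = TNF-stimulated DMSO wells and 100% = unstimulated control wells; not every result past the cut was called active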
HUVEC tox IL1B – toxic to HUVEC cells under IL-1B stimulation; HUVEC cell count loss, Hoechst imaging, IL-1B stimulated; cell count reduction, % at 2 µM; 0.41% of 94,000 active; AID 845;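 active means cell count reduction more than 3 SD above the screen-wide mean, cut at about 70% in these data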;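 further: normalized per plate to untreated control cells as the no-loss baseline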
Candida biofilm – kills Candida albicans biofilms; inhibition, % at 6 µM; C. albicans biofilm + clotrimazole, Alamar Blue; AID 834; 0.14% of 85,000 active;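 active means inhibition above 20%; inactive means inhibition below 20%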;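 further: preformed 24 hr biofilms exposed to compound for 48 hr; 0% = biofilm without compound and 100% = blank killed by clotrimazole plus chlorhexidine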
The depositor's hits bear a star; x = no result given; [ ] = another dose, or the depositor's remark.

Screens in order: LYP inh 2	DAT uptake mod	TNFa cytotox	Smad3 FoxH1 inh	cytoskel mod	MT1-MMP txn act	VCAM1 TNFa inh	HUVEC tox IL1B	Candida biofilm
CCOc1ccc(C(C)=O)cc1COc1ccc(-n2cnnn2)cc1
 : x	1.6	x	-3	x	1	x	x	6
Cc1cc(C)c2nc(C(F)(F)F)nc(NCCCN3CCCC3=O)c2c1
 : 1	-0.64	7	-6	5	1.2	1	0	-1
C/C(=N\NC(=O)c1c(Cl)c(C)nn1C)c1ccc(NC(=O)COc2ccc(Cl)cc2C)cc1
 : 7	0.1	3	x	-20	x	11	x	x
CCCN(CCO)Cc1cccc(Cl)c1
 : -1	-0.41	-9	-10	-4	1.1	43	-4	4
Cc1cccnc1NCC(O)COc1ccccc1 (stereo unspecified)
 : -10	-0.68	-41	16	6	x	1	-12	-3
CCc1nnc(NC(=O)CN2CCN(c3nc(-c4ccccc4)cs3)CC2)s1
 : -3	0.9	-3	-3	-29	1	20	-30	8
Cc1nc2ccccc2c(=O)n1NCc1cccs1
 : 3	-0.51	7	2	-7	1.1	-1	35	11
O=C(NCc1cccnc1)C1CCN(C(=O)c2ccc(Cl)cc2Cl)CC1
 : -1	0.032	-19	3	1	1.2	18	-23	5
O=C1NC2=C(C(=O)CCC2)C(c2ccc3ncccc3c2)N1 (stereo unspecified)
 : 8	0.59	-10	9	-17	1	-8	-54	6
CCC(=O)Nc1ccc(OC)cc1OC
 : 10	-0.093	-17	0[fluorescence artefact?]	-2	1.1	-19	15	6
Cc1cc2c3c(c1)C1(C(=O)N3C(C)(C)CC2C)C(C#N)=C(N)OC2=C1C(=O)CC(C)(C)C2 (stereo unspecified)
 : -3	-0.25	-16	-16	-12	1.3	-7	16	0
CS(=O)(=O)N1CCN(C2Cc3ccccc3C2)CC1
 : -8	-0.38	-1	-2	-6	1.2	12	-104	4
CC1(C(=O)OCC(=O)c2c[nH]c3ccccc23)CC1(Cl)Cl (stereo unspecified)
 : -1	x	-28	x	6	x	-4	-3	x
CC1CCCN(C(=O)c2cc(F)c(F)cc2Cl)C1 (stereo unspecified)
 : -29	0.35	-19	-4	-6	1.2	1	-29	x
O=c1[nH][nH]c(C(F)(F)F)c1C=NCc1ccccc1Cl
 : 5	-0.69	-17	3	3	1	-4	86*	-4
CCC1S/C(=C(\C#N)C(N)=O)N(c2ccc(F)cc2)C1=O (stereo unspecified)
 : -10	-1.1	-5	-9	-17	1.2	13	-90	7
CCCCOC(=O)CCc1c(C)[nH]c(=S)[nH]c1=O
 : -8	-0.46	-2	-6	13	1.1	10	-3	7
Cc1cnn(CCC(=O)NNC(=S)Nc2cccc(Cl)c2)c1
 : -25	-0.29	0	x	7	x	22	x	x
CCN1CCCC1CNC(=O)C1CCN(Cc2nc(-c3cccc(Br)c3)oc2C)CC1 (stereo unspecified)
 : -3	x	30	1	5	0.9	16	-11	3
CCOc1cc(CNc2ccc3cn[nH]c3c2)ccc1OC
 : -16	1	-4	6	-2	1.3	8	x	6
C=C(C)Cn1c(SCC#N)nc2ccccc2c1=O
 : -4	-2.9*	x	5	-4	1	-1	-33	0
CCOC(=O)c1sc(N)nc1C(C)C
 : 2	-0.14	-14	x	-2	x	5	-38	x
CCC(=O)Nc1c(C)ccc2nsnc12
 : x	-0.19	x	-1	x	1	x	x	1
CCCCn1c(SCC(=O)OCC)nnc1-c1ccoc1C
 : -2	0.19	-3	-19	-5	1	13	20	-3
COc1ccc(NC(=O)C23CCC(C2)C(C)(C)C3=O)cc1 (stereo unspecified)
 : -12	-0.11	-13	10	-8	1.2	-23	-11	0
CS(=O)(=O)NCCSCc1c(F)cccc1Cl
 : -6	-0.074	-11	1	-21	1.1	11	3	6
CCOC(=O)C1CCN(C(=O)COc2cc(C)c(Br)c(C)c2)CC1
 : -8	-0.77	-18	-1	-4	1.1	18	2	7
CNC(=O)c1ccccc1NC(=O)c1c(O)c2c([nH]c1=O)CCCC2
 : -23	0.8	-12	5	-19	1.2	-15	-16	1
Cc1oc2c(C)c3oc(=O)c4c(c3cc2c1C)CCC4
 : 7	-0.92	-2	-2[fluorescence artefact?]	2	1.1	-3	-4	6
CCN(CC)S(=O)(=O)c1ccc(Cl)c(C(=O)NCC2CCCO2)c1 (stereo unspecified)
 : 4	-0.56	-28	7	x	1	-17	-80	-3
Cc1ccc2oc(-c3ccc(NC(=O)c4ccc5c(c4)OCO5)cc3)nc2c1
 : 2	-0.75	-9	x	4	1.2	2	4	x
O=C(Cn1c(CC(=O)N2CCOCC2)nc2ccccc21)Nc1ccc2c(c1)OC(F)(F)O2
 : 5	0.65	-32	-4	1	1.1	-29	-1	9
CCOc1cc(CO)ccc1OCC(=O)N1CCCCC1
 : 4	-0.0095	x	-3	x	1.2	x	x	3
CCc1ccc(NC(=O)N(CCCN2CCOCC2)C(C)c2cc3cccc(OC)c3o2)cc1 (stereo unspecified)
 : -8	2.1	-33	7[fluorescence artefact?]	-76	1.1	5	-37	x
Cc1cc(=O)n2c(c1C#N)SC1CCCCC12O (stereo unspecified)
 : -3	-0.11	10	-7	-43	1.1	6	19	6
COc1cccc(CNC2CCCC2)c1
 : x	-0.39	x	-1	x	1.1	x	x	8
COc1ccccc1C1C(C(N)=O)=C(C)Nc2nc(-c3ccccc3Cl)nn21 (stereo unspecified)
 : -4	0.2	-38	4	-1	1.2	0	-8	1
COc1ccc(CNC(=O)C(C)N=C2NS(=O)(=O)c3ccccc32)cc1OC (stereo unspecified)
 : 2	-0.84	-14	x	-11	x	12	18	x
COc1ccc(C)cc1NC(=O)c1[nH]c(C)c(C(C)=O)c1C
 : 5	1.2	-33	x	25	1.2	10	-24	x
CCOC(=O)CC(=O)CSc1nc2c(cc1C#N)CCCCC2
 : -14	0.32	-52	6	-18	1.5	-23	-13	10
O=C(Cn1cc(C(=O)c2cccs2)c2ccccc21)NC1CCCCC1
 : -11	0.85	-24	10	-4	1.1	1	-12	2
Cc1nn(C(C)C(=O)NCc2ccccc2)c(C)c1[N+](=O)[O-] (stereo unspecified)
 : 1	-0.53	8	x	-5	x	0	-43	x
COc1cc(-c2nnc(-c3ccco3)o2)ccc1OCc1ccccc1
 : x	0.55	x	4	x	1.3	x	x	8
CCOC(=O)CSc1nnc(C)c(=O)[nH]1
 : 4	0.023	18	-1	36	1.1	30	-6	2
c1cnc(NC2CCCCCC2)nc1
 : -8	-0.65	-33	4	29	1.1	8	7	3
COc1ccccc1C(=O)Nc1ccc(S(=O)(=O)Nc2cc(C)nc(C)n2)cc1
 : -1	-0.055	-2	0	5	1.2	-11	1	-3
CSCCC(NS(=O)(=O)c1ccc2c(c1)oc(=O)n2C)C(=O)NC1CCC(C)CC1 (stereo unspecified)
 : x	-2	x	6	x	1	x	x	5
O=C(NC1CCCCC1)C(c1ccc2ncccc2c1)N(Cc1ccc(F)cc1)C(=O)c1ccc2c(c1)OCCO2 (stereo unspecified)
 : 11	x	-4	x	13	x	-3	-2	x
CN1CCN(CCP(=O)(c2ccccc2)c2ccccc2)CC1
 : -3	-0.058	1	-12	-15	x	32	-13	7
O=C(OCn1nnc2ccccc2c1=O)c1cccnc1Cl
 : 2	-0.54	-14	15	7	1.2	-4	-15	7
CCOc1ccc(C)cc1S(=O)(=O)n1ccnc1
 : -1	-0.63	x	8	x	1	x	-17	2
O=S(=O)(c1ccccc1)N(Cc1nc(-c2ccccc2)no1)C1CCCCC1
 : -9	0.66	-12	3	8	1.3	-2	-8	6
c1ccc(CNc2ncnc3nc[nH]c23)cc1
 : 5	-0.18	-10	16	-13	1.1	-1	-1	6
CN(C)c1nc2c(c(=O)n(C)c(=O)n2C)n1Cc1ccccc1
 : 3	0.38	-24	18[fluorescence artefact?]	29	1.1	1	2	8
COC(=O)CSc1nc(C(C)C)nc2ccccc12
 : -4	-0.47	6	x	12	1.2	9	-3	x
COc1cc(OC)nc(Oc2ccccc2C(=O)Oc2ccc(C)cc2)n1
 : -6	0.72	-3	x	-5	x	21	-16	x
O=C(NC(=S)Nc1ccc(Br)cn1)c1cncc(Br)c1
 : 8	-1	-7	x	20	x	11	12	x
Cc1cc(C)n(C(=O)CCCCCCCC(=O)n2nc(C)cc2C)n1
 : 2	0.03	-3	-3	-3	1	10	-27	6
CCCn1c(SCC(=O)Nc2ccc(OC)cc2)nnc1-c1ccncc1
 : 3	0.97	-8	x	-8	x	11	-4	x
COc1ccc(-c2oc3ncn4nc(Cc5ccccc5)nc4c3c2-c2ccc(OC)cc2)cc1
 : -2	1.4	0	-69[fluorescence artefact?]	6	0.9	11	7	1

Two compounds from above, limited to HUVEC tox IL1B:
SMILES	HUVEC tox IL1B
CN1CCN(CCP(=O)(c2ccccc2)c2ccccc2)CC1	-13
O=C(OCn1nnc2ccccc2c1=O)c1cccnc1Cl	-15

The list goes on.
Screens in order: LYP inh 2	DAT uptake mod	TNFa cytotox	Smad3 FoxH1 inh	cytoskel mod	MT1-MMP txn act	VCAM1 TNFa inh	HUVEC tox IL1B	Candida biofilm
O=S(=O)(NCc1ccccc1)c1cccc2nonc12
 : -5	0.19	12	-4[fluorescence artefact?]	-12	1	17	38	5
COc1ccc(C2NC(c3ccc(OC)c(OC)c3OC)C(C)C(=O)C2C)c(OC)c1OC (stereo unspecified)
 : -6	-0.43	5	5	0	0.9	26	-12	5
O=C1C2C3C=CC(C3)C2C(=O)N1c1nc2ccccc2s1 (stereo unspecified)
 : 4	0.47	x	-1	-11	1.3	4	-47	0
O=C(OCc1ccccc1)N1CCOCCOCCN(C(=O)OCc2ccccc2)CCOCCOCC1
 : -2	2.5	18	x	-28	x	-2	-1	x
Oc1ccc(N=Nc2n[nH]c(-c3ccc(Cl)cc3)n2)cc1
 : -7	-0.77	-19	x	52*	x	11	-43	x
Cc1sc2ncnc(N3CCN(c4ncccn4)CC3)c2c1C
 : 2	0.31	-35	4	28	1.6	-29	-17	12
CC(NC(=O)COC(=O)CCNC(=O)c1ccco1)C12CC3CC(CC(C3)C1)C2 (stereo unspecified)
 : 0	-0.0064	-13	-5	-35	1	3	-44	-3
CC(=O)Oc1c2occc2cc2ccc(=O)oc12
 : -5	0.0093	-36	5	-8	1	-7	-15	6
O=C(NCc1nnc(SCC(=O)N2CCCC2)o1)c1c(F)cccc1Cl
 : 6	-1.4	-16	7	11	x	1	-13	0
Cc1ccc2c(C)c(C(=O)Nc3c(C)n(C)n(-c4ccccc4)c3=O)oc2c1
 : x	-1.1	x	8	x	1.4	x	x	4
CCOc1ccc2nc(SCC(=O)c3cccs3)sc2c1
 : -2	0.084	-5	1	4	1.3	21	-29	-1
O=C(c1ccco1)[C@@H]1[C@@H]2C(=O)N(c3ccc(Br)cc3)C(=O)[C@@H]2C2c3ccccc3C=CN21 (stereo partly specified)
 : -2	0.67	-25	10	-2	1.3	8	-40	-5
O=C(Nc1ccc(Cl)c(Cl)c1)OCc1cccnc1
 : -2	-1.8	-24	13[fluorescence artefact?]	-2	1.3	9	-23	10
CCOC(=O)CNC(=O)Nc1cc(C(C)(C)C)nn1-c1ccccc1
 : x	-0.36	x	-5	x	1	x	x	6
Cc1ccc(NC2c3ccccc3C(=O)N2CCN2CCOCC2)cc1 (stereo unspecified)
 : 0	-1.5	49	2	10	x	12	9	1
Nc1nc(SCc2nc(-c3ccccc3)no2)[nH]c(=O)c1-c1ccccc1
 : 0	x	-10	14	6	1.1	-8	-12	1
COCCn1c(C23CC4CC(CC(C4)C2)C3)n[nH]c1=S
 : 2	-1	10	-5	1	0.9	25	32	4

Assay outcomes: PubChem, several laboratories

Only part of the results is shown; rates above refer to the full screens.
